# Vc quorum ag: inducers of Vibrio cholerae quorum light production without autoinducers, primary screen, BH1578 luxS cqsA deficient, single point; activation, % at 18.7 µM; 350,000 compounds, 0.16% hits; AID 588436, 2011; V. cholerae BH1578 lux reporter, luminescence, 6 h; in the data active = activation mostly above about 9.7%, no sharp cut-off; inconclusive = no clear call, values can overlap the other calls; inactive = mostly below about 3.7%; also: not every result past the cut was called active; inactives centre near 0; reference of the scale not given here
# PriA SSB inh: inhibitors of Klebsiella pneumoniae PriA binding to SSB C-terminal tail, primary screen, biochemical, AlphaScreen | AlphaScreen SSBct-PriA binding, biotinylated peptide | inhibition, % at 33 µM | 430,000 compounds, 0.6% hits; in the data active = inhibition mostly above about 37%, no sharp cut-off; inactive = mostly below about 20%;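 also: plate controls were negative control peptide for no effect and reference peptide for full effect; strong numbers were not always called active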
# TcdB GH inh: TcdB glycohydrolase inhibitors, primary screen, biochemical, single point, plate reader | Toxin B (Clostridioides difficile), P18177 | TcdB glycohydrolase enzymatic assay | inhibition, % at 9.99 µM | 350,000 compounds, 0.24% hits | AID 652162, 2013; in the data active = inhibition above about 10%
# Yp Topo-I inh: Yersinia pestis topoisomerase I inhibitors, primary screen, biochemical, cleavage product accumulation, plate reader, single point | DNA topoisomerase I (Yersinia pestis CO92) | Y. pestis Topo-I cleavage product accumulation | activity, % at 10 µM | 360,000 compounds, 0.064% hits | AID 504884, 2011; in the data active = activity above about 50%, passing the limit was not always enough; inconclusive = no clear call, values can overlap the other calls; also: inactives centre near 2
# PrPC TRFRET: inhibitors of human cell surface prion protein PrPC, primary screen, cell-based, TR-FRET; Major prion protein (Homo sapiens), P04156; TR-FRET read-out; inhibition, % at 13.8 µM; 370,000 compounds, 0.43% hits; AID 720596, 2013; in the data active = inhibition above about 24%; also: 0% = median of the test wells and 100% = reference compound wells
# PfHsp40 rescue: rescue of yeast from PfHsp40 toxicity, primary screen, S. cerevisiae, ATP luminescence; S. cerevisiae expressing PfHsp40, growth rescue; growth rescue, % at 12.5 µM; 340,000 compounds, 0.68% hits; AID 504582, 2011; in the data active = growth rescue above about 28%, passing the limit was not always enough; inconclusive = no clear call, values can overlap the other calls;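 also: yeast W303a lacking pdr1 and pdr3 grown in galactose medium; growth measured after three days at 30 °C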
# Anthrax LF inh2: Bacillus anthracis LF protease inhibitors, primary screen, biochemical, multiplex microsphere, MLPCN library; AID 588501, 2011; inhibition, % at 10 µM; 360,000 compounds, 0.12% hits; Lethal factor (Bacillus anthracis), P15917; multiplex microsphere protease cleavage assay; also: plate controls were buffer without enzyme for full effect and enzyme alone for no effect
# Target sequence (P15917 whole entry, looked up): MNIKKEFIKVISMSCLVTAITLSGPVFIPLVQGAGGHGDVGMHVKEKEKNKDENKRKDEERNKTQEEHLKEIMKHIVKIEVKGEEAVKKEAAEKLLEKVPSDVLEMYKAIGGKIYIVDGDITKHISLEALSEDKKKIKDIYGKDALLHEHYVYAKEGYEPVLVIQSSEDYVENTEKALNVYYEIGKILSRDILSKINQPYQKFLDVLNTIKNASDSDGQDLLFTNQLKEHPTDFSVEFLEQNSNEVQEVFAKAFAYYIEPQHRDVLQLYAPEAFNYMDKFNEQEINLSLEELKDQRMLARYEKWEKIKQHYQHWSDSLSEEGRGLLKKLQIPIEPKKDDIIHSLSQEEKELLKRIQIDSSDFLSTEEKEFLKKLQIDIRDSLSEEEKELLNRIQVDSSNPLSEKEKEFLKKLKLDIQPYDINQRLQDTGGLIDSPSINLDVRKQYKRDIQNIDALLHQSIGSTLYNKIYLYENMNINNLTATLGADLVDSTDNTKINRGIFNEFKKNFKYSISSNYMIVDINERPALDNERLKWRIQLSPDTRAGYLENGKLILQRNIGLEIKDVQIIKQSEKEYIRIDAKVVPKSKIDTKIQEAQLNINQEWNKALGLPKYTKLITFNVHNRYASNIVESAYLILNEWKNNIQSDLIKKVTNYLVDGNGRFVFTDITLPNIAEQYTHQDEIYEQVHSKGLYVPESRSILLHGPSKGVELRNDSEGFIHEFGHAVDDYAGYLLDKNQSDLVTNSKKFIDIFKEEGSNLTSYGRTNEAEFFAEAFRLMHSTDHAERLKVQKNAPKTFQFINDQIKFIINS
# 3CLpro inhibitor: SARS-CoV 3CLpro protease inhibitors, primary screen, biochemical, quenched FRET. 290,000 compounds, 0.14% hits. inhibition, % at 6 µM. recombinant SARS-CoV 3CLpro, quenched FRET peptide cleavage. AID 1706, 2009; in the data active = inhibition above about 12%
# BoNT A protease: BoNT/A light chain protease inhibitors, primary screen, biochemical, flow cytometry, MLPCN library. inhibition, % at 10 µM. multiplex microsphere protease substrate cleavage. 360,000 compounds, 0.17% hits. Botulinum neurotoxin type A light chain protease (Clostridium botulinum A str. ATCC 3502); also: plate controls were buffer without enzyme for full effect and enzyme alone for no effect
# * = called active by the depositor; i = inactive; u = inconclusive; x = no result given. Rule as the data show it, unless noted: active = inhibition above about 30%; inconclusive = no clear call, values can overlap the other calls; inactive = below that.
compound,Vc quorum ag,PriA SSB inh,TcdB GH inh,Yp Topo-I inh,PrPC TRFRET,PfHsp40 rescue,Anthrax LF inh2,3CLpro inhibitor,BoNT A protease
CCCCN(C(=O)c1ccc(N(C)S(=O)(=O)c2ccc(C)cc2)cc1)c1c(N)n(CCC)c(=O)[nH]c1=O,-0.4,-2.0,1.3,-2.5,-3.0,0.4,3.3,-1.8,0.4
C=CCN(c1ccccc1C(=O)NCC(=O)O)S(=O)(=O)c1ccccc1C,i,-1.2,0.4,-0.9,3.0,-0.4,-13.9,0.5,-1.2
COC(=O)CSc1cc([N+](=O)[O-])cc2c1c(C1OCCO1)nn2-c1ccccc1,-0.3,-8.1,x,-5.7,-2.8,0.3,1.7,-6.0,8.7
CNC(=O)c1ccc(Nc2nnc(-c3ccc(C(N)=O)cc3)c3ccccc23)cc1,-8.3,-1.4,0.2,1.8,-17.6,2.2,5.5,-4.6,-4.4
Cc1ccc(NC(=S)N2CCN(S(C)(=O)=O)CC2)cc1,i,-2.6,-1.3,8.9,4.0,-1.0,-2.7,-1.7,-1.1
COc1cc(CNS(=O)(=O)c2ccc3c(c2)CC(C)N3C(C)=O)cc(OC)c1OC (stereo not given),-0.2,-1.7,1.2,-2.5,3.5,-0.4,-1.2,-2.9,0.3
O=C(c1ccc(S(=O)(=O)NCc2ccco2)cc1)N1CCN(c2ccccc2)CC1,-7.1,-2.0,0.4,0.2,0.5,1.4,-2.4,x,0.2
Cc1ccc(Cl)cc1NC(=S)N(CCCN1CCOCC1)Cc1ccco1,-0.2,8.2,0.7,-3.6,-15.9,-1.1,-3.8,2.9,-0.8
Cc1cccc2c1-c1sc(C(=O)N3CCCCC3)cc1CO2,-0.2,-37.1,1.3,15.0,-6.5,u,-2.8,4.3,-1.0
CC1(C)CC(=O)C2=C(C1)c1c(ccc3ccccc13)NC2c1ccc(OCC(=O)O)cc1 (stereo not given),-0.4,-1.3,0.4,0.3,-9.9,0.3,-5.2,5.3,0.2
COc1ccc(C(=O)CSc2nnc(COc3ccc(C#N)cc3)n2-c2ccccc2)cc1,0.1,-2.1,x,2.2,2.5,0.7,4.4,-0.9,-1.5
COC(=O)CNC(=O)c1ccc(F)cc1,i,-1.0,2.2,7.9,4.0,x,-4.2,2.0,-0.5
Cn1ccc2c(-c3ccc4c(c3)OCCO4)cc3c(c21)C1CCC3O1 (stereo not given),x,x,1.8,x,2.9,x,-13.6,x,-0.3
Nc1nc2n(n1)C(c1cccc(Cl)c1)CC(c1ccc(F)cc1)N2 (stereo not given),-0.2,4.3,0.7,-2.4,-7.7,-0.4,1.5,0.4,-0.9
COc1ccc(NC(=O)C2CCCN(C(=O)Nc3ccc(F)cc3)C2)cc1OC (stereo not given),i,-10.9,0.8,-0.7,-1.6,0.6,-5.1,-0.8,-2.8
CC1=C(C(=O)N2CCCCCC2)CC(CC(=O)NCCCN(C)C)C(=O)N1CCCN1CCCC1=O (stereo not given),x,x,-0.2,x,2.9,x,-0.7,x,0.5
CCC(CC)N1CCN(Cc2nc3ccc([N+](=O)[O-])cc3c(=O)n2-c2ccccc2F)CC1,-0.9,-15.8,0.0,-1.7,-26.3,-0.4,-1.6,0.1,4.2
CC(C)CCn1nnnc1C(c1ccc(F)cc1)N1CCC(C(N)=O)CC1 (stereo not given),-0.3,-13.6,x,3.1,1.4,-1.7,2.2,2.4,-1.1
CCCCCC(=O)Nc1cccc(C2=NOC3(C2)C[C@@H](C(N)=O)N(C(=O)c2ccc(OC)cc2)C3)c1 (stereo not given in full),-0.3,-8.5,x,29.1,-0.5,-1.1,-3.4,x,0.4
COc1ccc(/C=C/c2nc3ccccc3n2Cc2ccccc2OC)cc1,i,-51.6,-0.3,16.9,1.1,1.3,-0.8,1.2,0.3
Cc1ccccc1CN1CCN(CC(=O)NCc2ccccn2)C1=O,-0.1,6.8,0.8,2.2,-4.1,-0.1,-3.6,3.7,0.3
O=C1CC(NS(=O)(=O)c2ccccc2)CN1c1ccc2c(c1)OCCO2 (stereo not given),-0.3,-6.8,1.8,-7.2,7.8,0.1,-1.6,x,-1.0
Cc1ccc(NC(=O)CCNS(=O)(=O)c2ccc3c(c2)CCC(=O)N3)c(Br)c1,i,1.4,-0.7,-12.4,-6.0,0.3,-10.5,-3.5,-1.5
CCC(=O)N1CCc2cc(S(=O)(=O)NCCC(=O)NC3CCCc4ccccc43)ccc21 (stereo not given),-0.1,-9.6,x,1.3,-1.2,0.5,-4.4,-1.2,0.3
Cc1ccc(CNc2ccc3c(c2)ncn3C(C)C)cc1,-2.6,36.1,-1.7,11.3,13.3,0.7,6.8,1.2,0.1
Cc1cccc(NC(=O)CSCC(=O)N(C)Cc2ccc3c(c2)OCCO3)c1,i,-7.4,0.1,35.5,-1.6,1.9,-0.8,x,2.5
Cc1nc2cc(Cl)c(Cl)cc2nc1C,-0.6,-5.0,x,1.3,-1.8,-0.2,-8.9,-1.0,1.4
Cc1ccccc1Cn1nc(C)c(NC(=O)c2cc(-c3ccco3)on2)c1C,0.9,-1.6,1.2,0.0,1.7,-0.4,-4.8,1.6,-0.7
Cc1ccc(CN2C(=O)C(C)Oc3ccc(C)cc32)cc1 (stereo not given),-3.3,x,-0.4,10.0,1.6,x,-0.5,x,-0.5
O=C(NC(c1ccc(Cl)cc1)c1cnccn1)C1CCN(Cc2cccc(C(F)(F)F)c2)CC1 (stereo not given),-0.2,x,1.6,6.6,0.2,x,-7.2,x,0.0

# Limited to 3CLpro inhibitor, for 2 of the compounds above:
canonical_smiles | 3CLpro inhibitor
CC(C)CCn1nnnc1C(c1ccc(F)cc1)N1CCC(C(N)=O)CC1 (stereo not given) | 2.4
COc1ccc(NC(=O)C2CCCN(C(=O)Nc3ccc(F)cc3)C2)cc1OC (stereo not given) | -0.8

# Five compounds already listed, sorted by formula weight, lowest first:
compound,Vc quorum ag,PriA SSB inh,TcdB GH inh,Yp Topo-I inh,PrPC TRFRET,PfHsp40 rescue,Anthrax LF inh2,3CLpro inhibitor,BoNT A protease
Cc1ccc(CN2C(=O)C(C)Oc3ccc(C)cc32)cc1 (stereo not given),-3.3,x,-0.4,10.0,1.6,x,-0.5,x,-0.5
Cc1ccccc1CN1CCN(CC(=O)NCc2ccccn2)C1=O,-0.1,6.8,0.8,2.2,-4.1,-0.1,-3.6,3.7,0.3
O=C1CC(NS(=O)(=O)c2ccccc2)CN1c1ccc2c(c1)OCCO2 (stereo not given),-0.3,-6.8,1.8,-7.2,7.8,0.1,-1.6,x,-1.0
CC1(C)CC(=O)C2=C(C1)c1c(ccc3ccccc13)NC2c1ccc(OCC(=O)O)cc1 (stereo not given),-0.4,-1.3,0.4,0.3,-9.9,0.3,-5.2,5.3,0.2
COc1ccc(C(=O)CSc2nnc(COc3ccc(C#N)cc3)n2-c2ccccc2)cc1,0.1,-2.1,x,2.2,2.5,0.7,4.4,-0.9,-1.5

# (next part)
compound,Vc quorum ag,PriA SSB inh,TcdB GH inh,Yp Topo-I inh,PrPC TRFRET,PfHsp40 rescue,Anthrax LF inh2,3CLpro inhibitor,BoNT A protease
CC1CCN(C(=O)c2ccc3c(=O)n4c(nc3c2)CCCCC4)CC1,-0.9,-0.3,-1.0,8.2,-2.0,0.6,-1.0,-3.8,-0.3
COC(=O)c1ccc(NC(=O)CN2C(=O)NC3(CCC(C)CC3)C2=O)cc1 (stereo not given),-0.4,-5.2,0.5,-2.1,2.9,0.1,1.9,x,-1.0
CC1CCN(C(=O)C2COc3ccccc3O2)CC1 (stereo not given),2.6,-9.4,4.7,3.8,-9.1,0.3,10.8,x,0.1
CCOC(=O)C1=C(C)N(Cc2ccccc2)C(=O)NC1c1ccccc1OS(=O)(=O)c1ccccc1[N+](=O)[O-] (stereo not given),i,21.4,0.8,22.5,16.8,-0.5,-3.3,x,-0.3
Cc1cccc2cc(COC(=O)c3ccco3)c(=O)[nH]c12,-0.6,6.1,x,14.2,1.3,0.5,-3.0,1.8,0.2
COc1ccc(OC)c(-c2nnc(SCC(=O)N3CCCC3)o2)c1,-0.2,-3.8,1.3,-4.1,-7.2,-1.0,0.0,2.7,0.8
C=C(C)c1cccc(C(C)(C)NC(=O)NCc2ccc(OC)c(OC)c2)c1,i,2.8,x,21.6,-2.6,-0.5,-3.9,1.3,0.1
CC(C)c1ccccc1OCCNC(=O)c1cncc(Br)c1,i,-17.9,1.7,10.2,9.3,1.8,-3.9,1.0,-0.9
Cc1cnc(CN(C)C(=O)CC2C(=O)NCCN2CCCc2ccccc2)[nH]1 (stereo not given),-0.7,-12.7,-0.6,10.8,-9.1,1.6,-2.1,-0.7,0.8
Cn1nc(C(=O)OCc2ccc(Br)cc2F)c2ccccc2c1=O,i,6.0,1.6,23.8,-4.1,1.0,4.6,-3.3,0.2
COc1ccc(NC(=O)CN(C)C(C)C(=O)N2CCCCC2)cc1 (stereo not given),i,-4.5,x,5.0,1.4,-0.4,-2.6,4.7,1.4
O=C(Nc1ncc2c(n1)CC(c1ccco1)CC2=O)c1ccco1 (stereo not given),12.3,-0.8,-12.3,-1.4,9.6,-0.2,-2.9,2.0,-3.2
O=C(Nc1nc2ccccc2[nH]1)C1CCN(S(=O)(=O)c2cccs2)CC1,i,-5.2,x,17.3,-4.1,-1.0,3.2,0.8,0.6
Cc1ccc(NC(=O)c2sc3nc(N4CCOCC4)c4c(c3c2N)CC(C)(C)OC4)cc1,i,-1.4,1.1,-4.8,4.9,-1.8,x,-0.9,x
CSCCC(NC(=O)CCNC(=O)c1ccccc1Cl)c1nc2ccccc2[nH]1 (stereo not given),i,-10.0,0.4,-1.9,3.1,-0.4,1.5,x,2.6
CC1CCN(C(=O)CN(Cc2ccc(F)cc2)S(C)(=O)=O)CC1,i,-6.7,0.4,-3.9,3.7,1.9,-4.6,0.9,1.2
CCN(CC(=O)Nc1c(F)cccc1F)C(=O)CSCc1ccc(C)cc1,-0.4,x,0.7,5.7,9.9,x,-6.8,x,-0.6
CC[C@@]1(C(=O)OC)N[C@H](CN(C)C(=O)Nc2ccc(F)cc2)[C@@H]2C(=O)N(Cc3ccccc3)C(=O)[C@@H]21,i,2.4,0.4,-6.5,-3.3,0.9,0.3,x,0.0
O=C(NC1CCCCC1)c1sc(N2CCOCC2)nc1-c1ccccc1,-0.2,-9.0,x,0.2,1.1,-0.1,-0.9,1.8,0.3
O=C(c1cc(-c2ccncc2)nc2c(Cl)cccc12)N1CCN(c2ccccc2F)CC1,i,x,-0.7,13.6,3.9,-1.5,1.1,1.6,0.8
COc1ccc(Cc2c(-c3cccc(Br)c3)nc3c(C)cc(Br)cn23)c(C)c1,x,x,-0.4,x,3.4,x,4.2,x,3.1
COc1ccc(OCCNC(=O)/C=C/c2ccccc2)cc1,-0.3,2.5,0.2,28.3,2.5,0.5,-1.4,3.1,-1.0
O=C(O)CCC(=O)N1N=C(c2cccs2)CC1c1cn(-c2ccccc2)nc1-c1ccccc1 (stereo not given),10.9,-21.5,x,-2.4,-2.0,-1.6,-3.5,4.6,-0.1
COC(=O)C(O)(c1ccc(NC(=S)NC(=O)c2ccccc2)cc1)C(F)(F)F (stereo not given),i,-0.6,x,3.7,3.7,3.9,-1.0,3.0,-3.1
CC(/C=N/NC(=O)c1nnn(-c2nonc2N)c1C(C)C)=C\c1ccccc1,i,x,-0.2,1.2,-4.0,1.5,0.9,4.9,1.3

# Screening data deposited in PubChem by several laboratories.

# Not all compounds are listed; count on the stated rates, not on these rows.
